Screens: PubChem BioAssay, Sanford-Burnham Center for Chemical Genomics
Jurkat NFkB inh – inhibitors of induced NF-kB luciferase reporter, primary screen, TCR NF-kB activation inhibitor project, cell-based, luminescence, uHTS; Jurkat, PMA/ionomycin-induced NF-kB luciferase reporter; inhibition, % at 4 µM; hit rate 0.53% among 330,000; in the data active = inhibition above about 50%
UPR XBP1 act – activators of adaptive XBP1 UPR arm, primary screen, cell-based, CHO-XBP1 luciferase reporter, luminescence, uHTS; activation, % at 20 µM; hit rate 0.33% among 330,000; IRE1-XBP1 UPR activation; percent of tunicamycin response, DMSO as zero; AID 463104, 2010;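 active = versus positive control, 20 µM dose yields 30% or more activation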;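 also: 100% = tunicamycin at 10 µg/mL and 0% = DMSO only wells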
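Signal: luciferase luminescence; Assay system: CHO-XBP1 luciferase reporter cells; Amount: one thousand reporter cells per well; Dosing: 20 µM single concentration, DMSO 1%; Benchmarks: high control tunicamycin 10 µg/mL final, low control DMSO vehicle only; Schedule: 6 h compound exposure at 37 °C, 5% CO2; Evaluation: percent activation relative to tunicamycin reference.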
Mdm2-MdmX inh – inhibitors of human Mdm2-MdmX association, primary screen, cell-based, luminescence, split luciferase, SaOS-2, uHTS; AID 485346, 2010; SaOS-2 split-luciferase Mdm2/MdmX complementation; inhibition, % at 8 µM; hit rate 3% among 330,000;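 active = inhibition of at least 50% at 8 µM in the primary screen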
Target sequence (O15151 whole entry, looked up): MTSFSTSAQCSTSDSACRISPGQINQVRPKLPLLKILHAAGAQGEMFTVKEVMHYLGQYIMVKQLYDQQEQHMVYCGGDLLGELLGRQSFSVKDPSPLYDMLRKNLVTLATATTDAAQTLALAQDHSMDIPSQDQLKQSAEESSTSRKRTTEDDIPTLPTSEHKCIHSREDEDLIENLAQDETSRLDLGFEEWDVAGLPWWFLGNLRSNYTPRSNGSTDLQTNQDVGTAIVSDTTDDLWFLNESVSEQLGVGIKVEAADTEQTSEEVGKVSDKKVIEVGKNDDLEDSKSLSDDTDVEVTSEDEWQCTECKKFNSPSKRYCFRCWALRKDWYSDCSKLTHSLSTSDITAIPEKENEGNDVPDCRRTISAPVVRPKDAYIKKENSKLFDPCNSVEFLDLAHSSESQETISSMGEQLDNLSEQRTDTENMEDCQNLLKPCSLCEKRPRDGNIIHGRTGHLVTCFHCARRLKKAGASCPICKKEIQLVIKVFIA
Target sequence (Q00987 whole entry, looked up): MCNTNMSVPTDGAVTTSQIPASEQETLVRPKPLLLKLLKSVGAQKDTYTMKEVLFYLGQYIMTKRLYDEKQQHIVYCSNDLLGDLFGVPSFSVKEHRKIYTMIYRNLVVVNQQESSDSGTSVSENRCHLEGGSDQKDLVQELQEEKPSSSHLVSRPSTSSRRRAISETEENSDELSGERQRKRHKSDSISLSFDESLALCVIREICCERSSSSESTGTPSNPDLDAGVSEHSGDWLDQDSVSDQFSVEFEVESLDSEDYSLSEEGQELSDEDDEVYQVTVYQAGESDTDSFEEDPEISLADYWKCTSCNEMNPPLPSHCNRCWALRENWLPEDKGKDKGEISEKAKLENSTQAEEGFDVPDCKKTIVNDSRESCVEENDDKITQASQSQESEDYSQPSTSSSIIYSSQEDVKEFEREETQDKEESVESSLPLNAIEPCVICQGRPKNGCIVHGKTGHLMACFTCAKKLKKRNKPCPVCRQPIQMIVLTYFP
CHOP UPR activ – activators of apoptotic CHOP UPR arm, primary screen, cell-based, CHO-CHOP luciferase reporter, luminescence, uHTS; UPR activation; percent of tunicamycin response over DMSO baseline; activation, % at 10 µM; hit rate 0.34% among 330,000;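 active = at 10 µM dose, activation of 40% or more, normalized to positive control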;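 also: 100% = tunicamycin at 10 µg/mL and 0% = DMSO alone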
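Test system: CHO-CHOP cells, stable luciferase reporter of PERK-eIF2a-CHOP signalling | Quantity: 500 CHO-CHOP cells per well | Buffer or medium: F12 plus 10% serum | Compound dosing: 10 µM single point, 0.5% DMSO | Schedule: 6 h compound treatment, 37 °C | Signal: Luciferase luminescence | Control set: Tunicamycin high control, DMSO low control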
697 NFkB inh – inhibitors of PMA/ionomycin-induced NF-kB reporter, 697 cells, primary screen, B-cell NF-kB inhibitor project, cell-based, luminescence, uHTS; inhibition, % at 4 µM; hit rate 0.33% among 330,000; 697 B-cell NF-kB luciferase reporter, 16 h; in the data active = inhibition above about 35%
tim23-1 inh – growth inhibitors of tim23-1 mutant yeast, primary screen, luminescence, uHTS; hit rate 1.3% among 330,000; S. cerevisiae tim23-1 growth, BacTiter-Glo luminescence, 24 h; inhibition, % at 20 µM; AID 463212, 2010;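 active = growth inhibition of the mutant yeast at or above 50%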;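 also: temperature-sensitive mutant grown at 25 °C; plate controls were DMSO-treated mutant yeast for no effect and medium wells lacking yeast for full effect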
tim10-1 inh – growth inhibitors of tim10-1 mutant yeast, primary screen, luminescence, uHTS | hit rate 2.2% among 330,000 | S. cerevisiae tim10-1 ts strain growth, BacTiter-Glo, 24 h | inhibition, % at 20 µM;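 active = inhibition of at least 40%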;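 also: mutant grown at 25 °C; 0% = DMSO wells with yeast and 100% = wells holding no yeast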
TIM10 inh – growth inhibitors of isogenic TIM10 control yeast, primary screen, counter-screen for tim10-1 yeast inhibitor project, luminescence, uHTS; AID 463195, 2010; hit rate 1.4% among 330,000; S. cerevisiae TIM10 strain growth, BacTiter-Glo luminescence, 24 h; inhibition, % at 10 µM;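 active = inhibition of 40% or more at the single tested concentration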;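 also: wild-type TIM10 isogenic control strain grown at permissive 25 °C; 0% = DMSO yeast wells and 100% = minimal medium wells without yeast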
Starred values were filed as active, the others as inactive; . = no result given.

SMILES | Jurkat NFkB inh | UPR XBP1 act | Mdm2-MdmX inh | CHOP UPR activ | 697 NFkB inh | tim23-1 inh | tim10-1 inh | TIM10 inh
CSc1ccccc1-c1nnc(-c2ccc(Cl)cc2)o1 | -80 | 0 | -65 | 11 | -81 | 21 | 8 | 8
CC(=O)NC(c1cccs1)c1cc(F)c2cccnc2c1O (stereo not drawn) | 38 | -2 | 63* | -2.5 | -24 | 50 | 40 | 8
CC(NC(=O)COC(=O)c1ccccc1F)C1CC2CCC1C2 (stereo not drawn) | 8 | -2 | -10 | -0.9 | 5 | 39 | 13 | 17
O=C1OC(c2ccccc2)=NC12CC2c1ccc(Cl)cc1 (stereo not drawn) | -5 | -4 | 23 | -1.1 | 8 | 56* | -5 | 30
O=C(COc1cccnc1[N+](=O)[O-])NCc1ccccc1 | -12 | -2 | -12 | -0.2 | -26 | 20 | 25 | -1
N=C(SC1CC(=O)N(c2ccc(F)cc2)C1=O)N1N=C(c2ccccc2)CC1c1ccccc1 (stereo not drawn) | -13 | 6 | 25 | 4.0 | -17 | -16 | 1 | -6
CCCCc1cc(=O)oc2cc(OCC(=O)N(CC)CC)ccc12 | 9 | -4 | 7 | 2.5 | 39* | 9 | 19 | 3
CCc1ccccc1NC(=O)CN(C)C(=O)c1cccc(S(=O)(=O)N2CCCCCC2)c1 | -1 | -2 | 25 | -0.7 | 16 | 23 | 25 | 19
Nc1c(S(=O)(=O)c2cccs2)c2nc3ccccc3nc2n1/N=C/c1cccc(O)c1 | -4 | 9 | 79* | 18 | 3 | 33 | 38 | 11
O=C(c1cccc(S(=O)(=O)N2CCN(c3ccc(F)cc3)CC2)c1)N1CCCCCCC1 | -11 | -4 | 21 | 1.1 | 4 | 10 | -15 | -11
O=S(=O)(/N=C(/Nc1ccccc1F)c1ccccc1)c1ccccc1 | 6 | -1 | 2 | -1.0 | 6 | 30 | 25 | 17
C[C@@H]1CN([C@H](C)CO)C(=O)c2cc(NC(=O)Cc3cn(C)c4ccccc34)ccc2O[C@H]1CN(C)S(=O)(=O)c1ccc(F)cc1 | -3 | -1 | 27 | -0.9 | -5 | 12 | 18 | -6
COc1cccc(-c2ccc(NC(=O)C3CCCN(CCCn4nc(C)cc4C)C3)cc2)c1 (stereo not drawn) | -13 | 1 | 42 | 1.2 | -56 | 16 | 3 | 11
O=C(O)c1ccc(Cl)c(NCc2ccncc2)c1 | -3 | -2 | 9 | 5.0 | -1 | -5 | -15 | -2
CCC1CCc2c(sc(NC(=O)c3ccoc3C)c2C(N)=O)C1 (stereo not drawn) | -28 | 4 | -9 | 4.3 | -32 | 34 | 32 | 27
CCOC(=O)c1ccc(NC(=S)N2CCC(C(N)=O)CC2)cc1 | 4 | 0 | 1 | 1.5 | 26 | -7 | -6 | -3
O=[N+]([O-])c1ccc(O)c(/C=N/NC(=S)Nc2ccc(Cl)cc2Cl)c1 | 10 | 3 | 78* | -1.7 | -7 | 81* | -3 | 46*
CCOC(=O)c1c(-c2ccccc2)nc2cc(C)ccn12 | -40 | 7 | -53 | 3.8 | -34 | 49 | 29 | 6
CC1(C)C(=O)Nc2ccccc2N1C(=O)CN1C(=O)c2ccccc2C1=O | 13 | 1 | -7 | 0.3 | 9 | 11 | 13 | -2
COc1ccc(C(=O)Nc2cccc(/C=C(\CCC(=O)O)c3nc4ccccc4s3)c2)cc1 | 2 | -1 | 6 | 1.0 | -30 | 6 | 16 | 6
Cc1ccc(NC(=S)N=Nc2c(O)[nH]c3ccccc23)cc1 | -28 | 0 | 65* | 4.0 | -11 | 5 | 38 | 17
Cc1ccc(CNC(=O)CN(C(=O)C2(C)CC(=O)N=C3C=CC=CN32)c2cccc(C)c2C)cc1 (stereo not drawn) | -9 | -1 | 13 | 1.5 | 13 | 1 | -15 | 8
COc1ccc(S(=O)(=O)N2c3ccccc3OCC2c2ccccc2)cc1 (stereo not drawn) | 49 | 3 | 51* | 0.6 | -39 | -1 | 19 | -17
CS(=O)(=O)N(CCc1ccccc1)CC(=O)N1CCN(c2ccccc2F)CC1 | -8 | -3 | -17 | -1.6 | 10 | 13 | 23 | 19
CN1CCSc2ccc(C(=O)NCc3cccc(Br)c3)cc21 | -1 | 1 | 26 | 2.4 | 5 | 53* | 37 | 28
CC(C)CN1CCN=C1N(C)C | 0 | -1 | -21 | -0.2 | 1 | 0 | -10 | -1
O=C1CSC(c2cn(-c3ccccc3)nc2-c2cc3ccccc3oc2=O)N1Cc1cccnc1 (stereo not drawn) | 6 | 0 | 17 | -2.2 | 1 | 16 | 24 | 12
Cc1cccc(C2=NN(c3ccc(Br)cc3)[C@@H](C(=O)N3CCOC3=O)[C@@H]2c2ccc([N+](=O)[O-])cc2)c1 | . | -1 | 28 | 3.6 | -6 | 34 | 18 | 8
CCOC(=O)c1c(C)[nH]c(C)c1S(=O)(=O)N1CCN(c2ccc(F)cc2)CC1 | 0 | -2 | 8 | -1.1 | -30 | 13 | -1 | 5
CCn1c2ccccc2n2c(=O)c(=O)n(CC(=O)Nc3ccc(C(C)C)cc3)nc12 | 18 | 0 | 20 | 3.6 | 7 | 1 | -5 | 1
O=C1CCCN1CC1CCCN(Cc2nc(COc3ccccc3)no2)C1 (stereo not drawn) | 11 | 1 | -3 | -0.1 | 14 | 10 | 7 | 2
CCOC(=O)N1CCN(Cc2nc3cc(NC(=O)CC)ccc3n2CC)CC1 | 9 | 2 | 18 | 0.3 | 1 | 10 | 10 | -15
Cc1cccc2sc(NNC(=O)C3COc4ccccc4O3)nc12 (stereo not drawn) | -2 | -1 | 18 | -0.9 | -4 | 19 | 0 | -67
O=c1c2ccccc2cnn1CCOc1cccc(Br)c1 | -94 | 7 | -37 | 9.8 | -90 | 17 | -3 | 19
N#CCCN(C(=O)COC(=O)CNS(=O)(=O)c1ccc2ccccc2c1)c1ccccc1 | 7 | -1 | 18 | -2.8 | 5 | -6 | 4 | 8
CC(C)(C)c1ccc(-c2nnc(SC3CCOC3=O)n2Cc2ccccc2)cc1 (stereo not drawn) | 6 | 2 | 27 | 4.4 | 9 | 44 | 34 | 36
O=C1C=C(c2ccc(Cl)c(C(F)(F)F)c2)C[C@@H](c2ccc3c(c2)OCO3)C1 | -3 | -3 | 18 | -1.0 | -2 | 11 | 1 | 0
CCN(CC)S(=O)(=O)c1ccc(OC)c(N)c1 | -12 | 3 | -28 | -1.8 | -6 | 5 | 9 | -14
COc1ccc(-c2cc3nc(-c4ccccc4)cc(N4CCCC(O)C4)n3n2)cc1 (stereo not drawn) | 6 | 4 | 35 | 4.0 | -13 | 26 | 40 | 42*
COc1ccc(-c2cc(C(F)(F)F)nc(SCCC(=O)N3CCN4CCCC4C3)n2)cc1 (stereo not drawn) | -3 | -3 | -13 | 1.1 | -8 | 13 | 8 | 7
Cc1ccc2nc3sc(C(=O)N4CCOCC4)c(N)c3cc2c1 | -6 | -5 | 59* | -8.6 | 13 | 13 | 24 | 9
O=C(Cc1ccccc1[N+](=O)[O-])NNC(=O)Nc1ccc2c(c1)OCO2 | 11 | -2 | -1 | 2.7 | 3 | -7 | -7 | -5
O=C(COC(=O)/C=C/c1ccc(Cl)cc1)Nc1ccccc1 | -9 | -3 | -9 | 0.3 | -7 | 17 | 20 | -21
CC(C)OCCCn1c(=O)c2ccccc2n2c(CCC(=O)NC3CCN(Cc4ccccc4)CC3)nnc12 | -1 | -5 | -1 | 3.8 | -15 | 2 | 5 | -3
Cc1cc(C)n(CCNC(=O)c2cc(COc3c(F)cccc3F)on2)n1 | -1 | -1 | -3 | -0.5 | -4 | 13 | -9 | -2
CCN(CC)S(=O)(=O)c1ccc2nnn(OCC(=O)Nc3cccc(C#N)c3)c2c1 | 0 | -2 | -28 | 3.2 | -23 | -3 | 12 | -5
CCN(CC)C(=O)COc1ccc(/C(C)=N/NC(=O)c2ccccc2O)cc1 | -4 | -4 | 35 | 0.0 | -20 | 9 | 9 | -10
COc1ccc(S(=O)(=O)N2CCOCC2)cc1NC(=O)Cc1coc2cc(C)ccc12 | -13 | -1 | 4 | 0.9 | 10 | 10 | 5 | 7
CCC1CCCCN1CCCNC(=O)c1cn(C)c2ccc(S(=O)(=O)N(C)C3CCCCC3)cc2c1=O (stereo not drawn) | -8 | -3 | 28 | 0.6 | -46 | -9 | -11 | 5
CCCn1c(C)cc(C(=O)COC(=O)CN=C2NS(=O)(=O)c3ccccc32)c1C | -16 | -3 | -13 | 0.0 | -39 | 1 | 0 | 9
COc1ccccc1/C=C1\SC(=S)N(CCC(=O)NNC(=O)c2ccccc2O)C1=O | 9 | -5 | 39 | -3.3 | 14 | 14 | 19 | 18
CCOC(=O)N1CCN(C(=O)CNC(=O)c2ccccc2F)CC1 | -7 | 2 | 6 | 2.8 | -2 | -7 | -12 | -9
COC(=O)NCN1C(=O)C2C3C=CC(C3)C2C1=O (stereo not drawn) | 7 | 10 | 31 | 7.3 | 11 | -10 | -1 | 2
COc1cccc(-c2nc(C(=O)NCCCN3CCOCC3)cc3c2[nH]c2ccccc23)c1 | -14 | -1 | 48 | 1.2 | 3 | 31 | 26 | 18
Cc1ccccc1OCC(=O)N/N=C/C=C/c1ccccc1 | -12 | 0 | -2 | 2.0 | -11 | -9 | 18 | -8
O=C(O)/C=C/C(=O)Nc1cccc(C(F)(F)F)c1 | 9 | -4 | 0 | -0.8 | 2 | 2 | 12 | 8
COc1ccc(C2=NOC(C(=O)NCc3ccccn3)C2)cc1 (stereo not drawn) | 3 | -1 | -6 | 2.2 | 18 | 5 | 7 | 2
Cc1ccc(NC(=S)NC(NC(=O)Cc2cccc3ccccc23)C(Cl)(Cl)Cl)cc1 (stereo not drawn) | -1 | -1 | 80* | 5.0 | -41 | 11 | 9 | 8
Cc1ccccc1-n1ncc2c1CC(C)(C)CC2NC(=O)CCCN1CCCC1=O (stereo not drawn) | 0 | -1 | 16 | 1.1 | -62 | 14 | 4 | 19
CN1CCN(C(=O)c2c(O)c3cccc4c3n(c2=O)CCC4)CC1 | 11 | -5 | 8 | -1.6 | 4 | 8 | 4 | 5
